Source: PubChem BioAssay
TNF death inh: inhibitors of TNF-alpha triggered necroptosis, primary screen, cell-based, Jurkat FADD-/-, single concentration | Jurkat FADD-/- TNF necroptosis rescue, ATP luminescence, 24 h; 0 = TNF only, 100 = no-TNF cells | activation (protection from cell death), % at 10 µM | hit rate 0.068% among 220,000 | AID 463075, 2010;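 active = activation, meaning protection from cell death, of at least 50% relative to plate controls; inactive = activation below 50%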;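 also: necroptosis triggered by 40 ng/mL TNF-alpha added together with compound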
L929 necroptosis: inhibitors of zVAD-triggered necroptosis, primary screen, L929 cells | viability rescue, % at 10 µM | AID 1377, 2008 | hit rate 0.38% among 220,000 | L929 zVAD necroptosis rescue, ATP luminescence, 24 h; with zVAD 60 µM;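 active = activation, scaled between plate controls, above about 75%, limit read from the data; inactive = activation under that limit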;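 also: 0% = zVAD with DMSO and 100% = DMSO alone without zVAD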
EBV gp42 block: Epstein-Barr virus gp42 inhibitors, primary screen, biochemical, uHTS, fluorescence polarization; Fluorescence polarization binding assay, mP read-out; inhibition, % (tested at 21.74 µM); hit rate 0.42% among 220,000; AID 1085, 2008; in the data active = inhibition above about 50%
Target sequence (Q1HVG2 whole entry, looked up): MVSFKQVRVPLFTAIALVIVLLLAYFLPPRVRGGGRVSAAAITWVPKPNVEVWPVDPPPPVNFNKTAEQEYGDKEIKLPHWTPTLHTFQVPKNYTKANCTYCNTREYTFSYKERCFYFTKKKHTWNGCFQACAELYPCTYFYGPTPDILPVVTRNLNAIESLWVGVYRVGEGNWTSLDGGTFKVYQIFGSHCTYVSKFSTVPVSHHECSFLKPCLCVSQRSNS
eIF4E 4G PPI: eIF4E–eIF4G protein interaction inhibitors, primary screen, biochemical, uHTS, TR-FRET, eIF4GI fragment | Eukaryotic translation initiation factor 4E (Mus musculus) + Eukaryotic translation … | TR-FRET eIF4E-eIF4GI(517-606) binding, 2 h | inhibition, % at 21.7 µM | hit rate 0.37% among 220,000;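 active = inhibition above about 30%, limit read from the data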;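 also: 0% = full FRET control wells and 100% = background wells lacking eIF4GI fragment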
Calpain2 inh: inhibitors of pig calpain II, primary screen, biochemical, fluorogenic peptide substrate, 1536-well. purified calpain II, 30 min. inhibition, % at 16 µM. hit rate 0.37% among 220,000. AID 1236, 2008;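 active = inhibition above about 50%, limit read from the data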
Rad51 HR inh: human RAD51 strand exchange inhibitors, primary screen, biochemical, fluorescence; DNA repair protein RAD51 homolog 1 (Homo sapiens), Q06609; hRad51 DNA strand exchange, fluorescence dequenching; inhibition, % at 10 µM; hit rate 0.085% among 200,000;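 active = inhibition above 40% at the single screening dose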;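 also: 0% = DMSO control wells and 100% = blanks with heterologous ssDNA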
Target sequence (Q06609 whole entry, looked up): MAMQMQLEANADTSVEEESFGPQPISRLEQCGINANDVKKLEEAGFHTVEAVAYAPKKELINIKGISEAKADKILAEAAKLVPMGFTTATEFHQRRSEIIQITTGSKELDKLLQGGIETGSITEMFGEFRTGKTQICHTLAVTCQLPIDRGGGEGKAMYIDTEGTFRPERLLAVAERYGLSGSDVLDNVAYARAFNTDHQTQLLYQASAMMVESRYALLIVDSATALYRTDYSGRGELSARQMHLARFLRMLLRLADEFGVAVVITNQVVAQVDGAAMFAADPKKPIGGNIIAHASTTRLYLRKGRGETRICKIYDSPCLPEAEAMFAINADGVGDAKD
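material = hRad51 filaments on single-stranded DNA | timing = filaments 15 min 37 °C, then compound 30 min | signal = FRET fluorescence dequenching, excitation 485 nm, emission 520 nm | benchmarks = control wells and blank wells on each plate | evaluation = percent inhibition relative to plate controls and blanks | compound = 10 µM final, single point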
KCC2 mod: KCC2 cotransporter modulators, thallium flux, primary screen, cell-based, HEK293 KCC2, FluoZin-2 fluorescence, MLSMR. KCC2 cells, thallium flux FluoZin-2 fluorescence. B-score of Tl+ flux slope (higher = more flux/activation; lower = inhibition) at 10 µM. AID 1456, 2008. hit rate 2.2% among 190,000;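 active = thallium flux slope and its plate-corrected score both differing from the plate sample mean at a set confidence after two filtering rounds, in either direction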;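 also: slope of fluorescence scaled to starting intensity during 10 to 20 s after thallium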
MDM2 E3 inh: MDM2-luciferase reporter signal enhancers, primary screen, MDM2 E3 ligase inhibitor project, cell-based, luminescence, 1536-well; E3 ubiquitin-protein ligase Mdm2 (Homo sapiens), Q00987; cell-based MDM2 ubiquitination luciferase reporter, 2 h; 0 = plate control, 100 = twice control, blank-subtracted; signal enhancement, % at 5 µM; hit rate 0.11% among 210,000; AID 1230, 2008;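 active = signal enhancement of 30% or more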;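 also: luminescence tracks abundance of the self-degrading MDM2-luciferase fusion protein; higher signal means inhibition of MDM2 E3 ligase activity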
Target sequence (Q00987 whole entry, looked up, the tested form may be a part): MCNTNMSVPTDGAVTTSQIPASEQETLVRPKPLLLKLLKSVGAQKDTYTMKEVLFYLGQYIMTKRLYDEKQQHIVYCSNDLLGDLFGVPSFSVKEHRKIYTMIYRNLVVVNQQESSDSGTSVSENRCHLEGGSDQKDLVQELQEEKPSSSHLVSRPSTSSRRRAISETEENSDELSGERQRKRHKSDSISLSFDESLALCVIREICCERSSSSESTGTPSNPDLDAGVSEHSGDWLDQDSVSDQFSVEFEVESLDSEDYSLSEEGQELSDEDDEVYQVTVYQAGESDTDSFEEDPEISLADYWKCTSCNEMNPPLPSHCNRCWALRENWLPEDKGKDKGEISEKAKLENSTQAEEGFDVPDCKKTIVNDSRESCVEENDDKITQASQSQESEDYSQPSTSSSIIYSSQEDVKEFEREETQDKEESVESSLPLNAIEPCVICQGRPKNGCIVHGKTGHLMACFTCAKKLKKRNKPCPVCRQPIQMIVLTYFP
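Assay system: stable mammalian line carrying autodegrading MDM2–luciferase fusion reporter; amount: 2000 cells seeded into each well; buffer or medium: DMEM; benchmarks: plate control and blank wells; signal: luciferase luminescence; timing: 2 h compound exposure at 37 °C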
PERK inhibitor: block of dimerizer-induced PERK translation repression, primary screen, PERK inhibitor project, CHO PERK-DD cells, SEAP luminescence, HTS; Eukaryotic translation initiation factor 2-alpha kinase 3 (Homo sapiens), Q9NZJ5; CHO PERK-DD fusion, SEAP luminescence translation reporter; inhibition, % at 5.6 µM; hit rate 0.17% among 220,000;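 active = inhibition above the mean inhibition of all tested compounds plus 3 SD, set separately per screening campaign, cut at about 2.9% in these data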;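 also: PERK kinase domain activated by AP20187 dimerizer at 100 nM; 0% = DMSO with dimerizer and 100% = rapamycin at 8.4 µM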
* = called active by the depositor; nt = no result given; [ ] = dose if it differs, or a comment.

SMILES | TNF death inh | L929 necroptosis | EBV gp42 block | eIF4E 4G PPI | Calpain2 inh | Rad51 HR inh | KCC2 mod | MDM2 E3 inh | PERK inhibitor
CCOC(=O)Cn1c(=NC(=O)c2ccc([N+](=O)[O-])s2)sc2ccccc21 | -2.1 | 0.9 | -41 | 3 | -25 | -6 | 0.49 | -7 | 0.6
O=C1c2ccsc2SCCN1Cc1cccc(Cl)c1 | 24 | -0.1 | -2 | -3 | 22 | nt | -2.6 | -6 | -0.2
CC(=O)Nc1ccc(S(=O)(=O)N(CCCN2CCOCC2)Cc2cccs2)cc1 | 1.3 | -1.5 | -2 | 4 | -18 | -32 | -0.98 | -46 | 0.6
Cc1oc(-c2ccc(-c3ccccc3)cc2)nc1CN(C)C1CCOC1 (stereo unspecified) | 2.3 | 0.3 | 2 | -3 | -37 | 19 | 0.011 | -6 | 0.9
CCOc1ncccc1C(=O)NCc1ccc(OC)c(OC)c1 | 0.7 | 0.4 | -22 | -3 | -9 | -3 | 1.3 | -16 | 0.0
O=C(O)c1cccc(N2C(=O)C3CC=CCC3C2=O)c1 (stereo unspecified) | -0.7 | 0.1 | -15 | -3 | -27 | -4 | 0.056 | 21 | 0.4
Cc1cc2ncn(/N=C/c3ccc([N+](=O)[O-])o3)c2cc1C | -24 | 39 | -35 | -4 | 15 | -5 | 0.22 | -16 | 0.2
CCCCOC(=O)/C=C/c1c(C)[nH]c(=O)[nH]c1=O | 0.8 | 0.8 | -12 | -5 | 7 | 1 | 0.069 | -19 | 0.4
CCOC(=O)c1c2ccc(OCC(=O)N/N=C/c3ccc(Cl)cc3)cc2n2ccccc12 | -0.2 | 0.4 | 19 | -10 | -143 | nt | 0.43 | 3 | 0.9
CCOc1ccc(-n2cc(C(=O)NCc3ccco3)c3cc(OC)c(OC)cc3c2=O)cc1 | -2.7 | 0.8 | -18 | -5 | -41 | 2 | 0.6 | -15 | -2.3
CCOC(=O)C1CCN(CC(O)COc2ccc(C(C)=O)cc2)CC1 (stereo unspecified) | 0.8 | 0.1 | -7 | 5 | 6 | -2 | nt | -32 | 1.2
CC(=O)Nc1ccc(C(=O)OCC(=O)Nc2ccccc2F)cc1 | 0.8 | 74 | -24 | -1 | -27 | -3 | -0.24 | -9 | 1.0
CCOC(=O)c1c(C)[nH]c(C2=NNC(=Nc3ccccc3OC)SC2)c1C | 2.6 | 4.3 | -1 | -5 | 0 | -4 | -0.06 | -8 | -0.7
O=C(Cn1ccc(C(F)(F)F)n1)Nc1cccc(S(=O)(=O)N2CCCCC2)c1 | 1.8 | 3.2 | -11 | 1 | 10 | 14 | 0.27 | 3 | 1.6
COC(=O)c1cn(CC(=O)NCc2cccs2)c2ccccc12 | -1.4 | -0.3 | -4 | -2 | 3 | -1 | nt | -16 | 0.5
CCOC(=O)C(NC(=O)NCc1ccccc1OC)(OCC)C(F)(F)F (stereo unspecified) | 1.1 | 0.4 | 0 | 18 | 0 | -1 | -0.53 | 6 | 0.7
Cc1cc(Cl)ccc1OCCCC(=O)OCC(=O)c1c(N)n(C)c(=O)n(C)c1=O | -0.2 | 0.8 | -4 | 0 | 44 | -1 | -0.38 | -6 | 1.4
CCn1c(=N)n(CCO)c2ccccc21 | 1.7 | 1.8 | 7 | 2 | 17 | 1 | 0.74 | -15 | 0.5
CC(C)CC(=O)NC(NC(=S)Nc1sc2c(c1C#N)CCCC2)C(Cl)(Cl)Cl (stereo unspecified) | -3.4 | 0.8 | 6 | -37 | -77 | -5 | nt | -6 | 0.2
CCS(=O)(=O)c1ccc(O)c(NC(=O)CC2(CC(=O)O)CCCC2)c1 | 1.2 | 0.2 | -5 | 2 | -7 | 4 | 0.67 | -14 | 0.5
CCN(CC)c1ccc(C(=O)c2ccccc2C(=O)O)c(O)c1 | 0.0 | 0.1 | 11 | 1 | 3 | -3 | -0.39 | -4 | 0.3
CCN(CC)C(=O)COc1ccc(Br)cc1Cl | -0.5 | 0.0 | 1 | -3 | -8 | -4 | nt | -5 | 0.8
CCNC(=S)NNC(=O)Cn1nc(C)cc1C | -2.0 | 0.4 | -15 | 9[fluorescence artefact?] | -26 | -10 | 0.31 | -8 | 0.6
CCC(c1nnc(SCC(=O)NCC2CCCO2)n1Cc1ccccc1)N(C)C (stereo unspecified) | -1.1 | -0.1 | nt | nt | nt | nt | 0.73 | nt | 0.1
c1ccc(CNc2ncnc3sc4c(c23)CCCC4)nc1 | -0.4 | 2.0 | -17 | 0 | 19 | 5 | -0.83 | -15 | -0.6

Next section; the last 5 above are carried over.
SMILES | TNF death inh | L929 necroptosis | EBV gp42 block | eIF4E 4G PPI | Calpain2 inh | Rad51 HR inh | KCC2 mod | MDM2 E3 inh | PERK inhibitor
CCN(CC)c1ccc(C(=O)c2ccccc2C(=O)O)c(O)c1 | 0.0 | 0.1 | 11 | 1 | 3 | -3 | -0.39 | -4 | 0.3
CCN(CC)C(=O)COc1ccc(Br)cc1Cl | -0.5 | 0.0 | 1 | -3 | -8 | -4 | nt | -5 | 0.8
CCNC(=S)NNC(=O)Cn1nc(C)cc1C | -2.0 | 0.4 | -15 | 9[fluorescence artefact?] | -26 | -10 | 0.31 | -8 | 0.6
CCC(c1nnc(SCC(=O)NCC2CCCO2)n1Cc1ccccc1)N(C)C (stereo unspecified) | -1.1 | -0.1 | nt | nt | nt | nt | 0.73 | nt | 0.1
c1ccc(CNc2ncnc3sc4c(c23)CCCC4)nc1 | -0.4 | 2.0 | -17 | 0 | 19 | 5 | -0.83 | -15 | -0.6
O=C(Nc1ccccc1)NC1CCN(CCCN2C(=O)c3ccccc3C2=O)CC1 | 0.8 | 1.0 | -2 | -5 | 16 | 7 | nt | -22 | 1.7
Cc1ccnc(N/C=C(/NC(=O)c2ccccc2)C(=O)NN)n1 | 0.5 | 0.3 | -5 | 1 | -11 | 1 | nt | -17 | 0.1
Cc1onc(-c2c(Cl)cccc2Cl)c1C(=O)c1c[nH]c(C(=O)NCC2CCCO2)c1 (stereo unspecified) | -1.3 | 0.1 | -15 | -6 | 18 | 8 | 0.038 | 1 | 0.0
CCOC(=O)Cc1csc(NC(=O)Nc2cccc(OC)c2)n1 | 1.5 | -0.1 | -6 | -4 | 27 | -5 | 0.21 | -7 | 0.5
COc1ccc2c(C)cc(SCn3nnc4ccccc4c3=O)nc2c1 | 3.0 | 0.0 | -6 | 7 | 9 | 0 | -0.81 | -3 | 1.3
CCO[C@@H]1OC(C(=O)N2CCOCC2)=C[C@H](C)[C@H]1CCCO | -0.1 | 0.5 | -8 | -1 | 0 | -4 | 1.1 | nt | 1.1
O=C(Nc1ccccc1)c1ccccc1OCc1cccc([N+](=O)[O-])c1 | 1.2 | 0.8 | -18 | 4 | -1 | 12 | -1.4 | 4 | 0.7
Cc1ccc(S(=O)(=O)C(C#N)c2nc3ccccc3nc2N2CCC(C)CC2)cc1 (stereo unspecified) | 0.3 | 1.1 | -35 | -2 | -167 | -20 | -2.8 | -10 | 0.2
CCOCCCn1c(=S)[nH]c2cc(C(=O)N3CCC(C(N)=O)CC3)ccc2c1=O | 0.4 | -0.1 | -11 | 12 | 21 | 2 | 0.092 | nt | -0.1
CCOC(=O)C1CCCN(C(=O)c2cc3c(=O)n4cccc(C)c4nc3n2C)C1 (stereo unspecified) | -0.5 | 0.4 | nt | nt | nt | nt | -1.8 | nt | -0.6
CCOC(=O)C1=C(C)NC(=O)NC1c1ccc2c(c1)OCO2 (stereo unspecified) | -0.9 | 1.2 | 6 | 0 | 19 | 6 | -0.086 | 1 | 0.0
Cc1cc(C)c2c(=O)[nH]c(SCc3ccccc3C)nc2n1 | 1.3 | 1.9 | 8 | 1 | -9 | 11 | -0.38 | -15 | 1.4
COC(=O)c1sc(NC(=O)/C=C/c2ccccc2Cl)nc1C | 2.8 | 0.8 | 15 | 4 | -120 | 8 | 0.38 | -12 | 0.0
OC(COc1ccc(CN2CCSCC2)cc1)CN1CCCCC1 (stereo unspecified) | 0.2 | -0.1 | 5 | -2 | -23 | 24 | 0.96 | 4 | 0.4
Fc1ccc(OCc2nnc(SCCN3CCOCC3)o2)cc1 | 1.2 | 1.3 | -12 | 2 | 12 | 3 | 1.1 | -1 | 0.3
O=C(NCC1COc2ccccc2O1)c1ccc(Cl)cc1 (stereo unspecified) | 1.9 | 0.7 | -16 | nt | -3 | 1 | -0.33 | 3 | 0.8
CCOc1ccc(N(CC(=O)N2CCN(c3ccccc3)CC2)S(=O)(=O)c2c(C)noc2C)cc1 | -0.2 | 0.1 | -11 | 0 | 30 | 7 | nt | -8 | 0.5
COc1cc(CN2CC(C)CC(C)C2)cc([N+](=O)[O-])c1O (stereo unspecified) | 2.6 | 0.7 | -8 | -5 | 14 | nt | 0.27 | 11 | 1.3
Cc1c(C(=O)Nc2ccc3c(c2)OCCO3)sc2nc(-c3ccccc3)cn12 | -6.4 | 3.0 | -20 | -5 | -3 | 0 | 0.047 | -7 | -1.2
COC(=O)c1ccc(OC(=O)CCN2C(=O)C3CCCCC3C2=O)cc1 (stereo unspecified) | 1.1 | -0.8 | -16 | 2[fluorescence artefact?] | 10 | -1 | 0.49 | -14 | -1.0
O=C(COc1ccccc1)Nc1nnc(-c2ccccc2)o1 | 0.1 | 2.5 | -9 | -1 | 1 | -9 | 1.1 | -30 | 1.1
CC(=O)Nc1ccc(S(=O)(=O)Oc2ccc(/C=C3\SC(N)=NC3=O)cc2)cc1 | 4.0 | 2.4 | -3 | 0 | -44 | -113 | 2 | 1 | 1.1
Cc1cccc(/C(N)=N/OC(=O)CCCN2C(=O)c3ccccc3C2=O)c1 | -3.0 | 0.0 | -15 | 0 | -4 | 4 | 0.82 | -4 | 1.0
CCOC(=O)c1nnn(-c2nonc2N)c1CNc1ccccc1 | -0.4 | 1.3 | 12 | 2 | 2 | -9 | 0.16 | 8 | -0.5
CCOC(=O)c1c(C)nc2cc(C)cc(C)n12 | -0.1 | 1.4 | -1 | 1 | -27 | 4 | 0.08 | 4 | 1.7
CC(=O)c1cn(CCC(C)C)c(=O)[nH]c1=O | 0.2 | -0.5 | 5 | 0[fluorescence artefact?] | 20 | nt | -0.25 | -4 | 1.0
Cc1ccc(Sc2ncnc(N)c2[N+](=O)[O-])cc1 | 4.4 | 1.2 | -18 | -1 | -11 | -7 | -0.65 | -7 | -0.3

This is a random part of the collection (roughly 3.6% active in at least one column).
